# Screening results from PubChem BioAssay.
# FUS suppressor: rescues growth of FUS-expressing yeast; S. cerevisiae FUS-expressing, growth rescue, OD600, 24 h; 390,000 tested, 0.24% active; Potency, µM (top dose mostly 76.6 µM), inactives show at the highest dose growth rescue (activation), usual class: activators;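 also: plate controls were DMSO vehicle for no effect and reference control for full effect; nearly all actives have a fitted effect of over 55% in size; some results filed as inactive show a strong effect at the top dose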
#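 Toxicity suppression screen in FUS-yeast. Cells induced with 2% galactose, starting OD 0.005, treated 24hr at 30C with compounds at multiple final concentrations; growth by OD600.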
# EPAC1 antagonist: EPAC1 (human) antagonism; EPAC1 GEF assay, Rap1b-BODIPY-GDP exchange fluorescence; 360,000 tested, 0.14% active; O95398; Potency, µM (doses to about 115 µM), inactives show at the highest dose activity change, negative = inhibition, hits mostly inhibitors;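 also: plate controls were vehicle for no effect and positive control for full effect; nearly all actives have a fitted effect of over 50% in size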
# EPAC1 agonist: agonists of human EPAC1; O95398; EPAC1 agonist qHTS, biochemical assay; response scale: 100% = response to 6.5 mM cAMP; Potency, µM (series often up to 154 µM), for inactives: at the top dose activation, most hits filed as activators; 360,000 tested, 0.073% active; AID 720707; also: nearly all actives have a fitted effect of over 60% in size
#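 Multi-concentration qHTS readout: loss of Rap1B-bound BODIPY-GDP fluorescence driven by 100 nM EPAC1 with excess GDP (50 uM), monitored kinetically at room temperature; agonist response expressed relative to 6.5 mM cAMP.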
# EPAC2 antagonist: blocks human EPAC2 exchange factor | Potency, µM (doses to about 114 µM), without a hit: at the top dose activity, negative = inhibition, usual class: inhibitors | Q8WZA2 | 360,000 tested, 0.18% active | EPAC2 GEF exchange of Rap1B-BODIPY-GDP, fluorescence | AID 720708; also: % is scaled to controls: 0 for no effect and ±100 for the full control effect; nearly all actives have a fitted effect of over 45% in size; many of its hits are not listed in these tables
# Target sequence (Q8WZA2 whole entry, looked up): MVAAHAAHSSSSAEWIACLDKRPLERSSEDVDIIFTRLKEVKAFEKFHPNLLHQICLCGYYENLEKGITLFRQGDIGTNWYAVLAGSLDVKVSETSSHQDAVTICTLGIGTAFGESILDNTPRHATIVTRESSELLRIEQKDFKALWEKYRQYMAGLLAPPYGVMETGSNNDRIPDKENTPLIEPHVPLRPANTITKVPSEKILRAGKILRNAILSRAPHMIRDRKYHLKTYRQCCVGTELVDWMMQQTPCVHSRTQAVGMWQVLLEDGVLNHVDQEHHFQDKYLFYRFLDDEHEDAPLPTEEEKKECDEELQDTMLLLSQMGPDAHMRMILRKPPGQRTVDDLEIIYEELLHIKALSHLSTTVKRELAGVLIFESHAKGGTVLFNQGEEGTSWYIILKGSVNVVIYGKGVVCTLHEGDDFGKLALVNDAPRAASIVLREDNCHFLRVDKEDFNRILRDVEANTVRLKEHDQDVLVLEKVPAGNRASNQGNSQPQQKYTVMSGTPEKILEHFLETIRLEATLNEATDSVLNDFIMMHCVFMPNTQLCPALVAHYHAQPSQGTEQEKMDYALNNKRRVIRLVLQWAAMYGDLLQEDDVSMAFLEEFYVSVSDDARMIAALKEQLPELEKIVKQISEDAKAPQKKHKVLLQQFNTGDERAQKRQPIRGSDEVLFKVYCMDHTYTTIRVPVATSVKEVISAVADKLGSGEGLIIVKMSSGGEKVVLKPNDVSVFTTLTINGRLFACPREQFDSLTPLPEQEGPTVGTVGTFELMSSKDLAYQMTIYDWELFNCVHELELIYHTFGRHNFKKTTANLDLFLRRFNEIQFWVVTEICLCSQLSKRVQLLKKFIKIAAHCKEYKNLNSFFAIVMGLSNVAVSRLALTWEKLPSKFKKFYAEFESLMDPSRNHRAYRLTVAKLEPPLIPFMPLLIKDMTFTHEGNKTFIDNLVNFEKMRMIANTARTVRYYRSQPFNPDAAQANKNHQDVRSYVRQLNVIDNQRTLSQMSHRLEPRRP
# PTHR1 ag: activates the human parathyroid hormone receptor PTHR1; Q03431; HEK293 GP2 PTHR1 cells, GloSensor cAMP luminescence, 1 h; Potency, µM (titrated, usually from 115 µM), for the others: at the top dose activation, most hits filed as activators; 410,000 tested, 0.075% active; AID 743266; also: nearly all actives have a fitted effect of over 55% in size; some results filed as inactive show a strong effect at the top dose; inactives centre near -15; many of its hits are not listed in these tables
#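 HEK-293-derived GP2 cells expressing PTHR1 and a GloSensor cAMP reporter, 3,000/well, plated overnight, given luciferin plus IBMX (each 0.5 mM as added) for 1 h at 37 °C, then compound for 1 h at 37 °C. Luminescence was read after 15 min at room temperature.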
# EPAC2 ag: EPAC2 (human) agonism. Q8WZA2. EPAC2 activation, biochemical qHTS; response scale: 100% = 6.5 mM cAMP response. Potency, µM (highest dose often 154 µM), for the others: at the highest dose activation, most hits filed as activators. 360,000 tested, 0.079% active. AID 720711; also: nearly all actives have a fitted effect of over 50% in size
#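 Compounds were titrated in qHTS against a Rap1B-BODIPY-GDP (250 nM) complex with EPAC2 (100 nM) and GDP (50 uM). BODIPY-GDP release tracked at 480/540 nm over 30 min at room temperature, normalized to 6.5 mM cAMP.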
# aSyn yeast inh: rescues yeast growth from alpha-synuclein toxicity. Yeast expressing alpha-synuclein, growth rescue, BacTiter-Glo, 24 h. Potency, µM (top dose mostly 46.1 µM), inactives show at the top dose growth rescue (activation), usual class: activators. 370,000 tested, 0.14% active. AID 652106; also: % of control where 0% means no effect; nearly all actives have a fitted effect of over 65% in size
#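 Screening used galactose-induced yeast with toxic alpha-synuclein levels, exposed to compound for 24 hr at 30 deg C. Cell growth, read with BacTiter-Glo luminescence, gave the measured signal.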
# TDP-43 yeast inh: rescues yeast growth from TDP-43 toxicity. TDP-43 expressing yeast growth rescue, BacTiter-Glo, 24 h. Potency, µM (titrated, usually from 46.1 µM), inactives show at the top dose growth rescue (activation), usual class: activators. 410,000 tested, 1.8% active. AID 652104; also: % of control where 0% means no effect; nearly all actives have a fitted effect of over 50% in size
#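 Readout is BacTiter-Glo luminescence of cell growth, so inhibitors register as activators. TDP-43-expressing yeast at OD600=0.02 in galactose medium, after raffinose pregrowth to mid-log, were incubated with compound for 24 hr at 30 deg C.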
# Starred values were filed as active, the others as inactive; i = inactive; ? = inconclusive; / = no result given; & = joins results of further samples; [ ] = dose if it differs, or a comment. Calls follow the shape of the dose curve; as a rule, active = well fitted curve in the direction sought with a large enough effect; inconclusive = small, poorly fitted or top-dose-only effect, or another doubt; inactive = no such curve, though single readings can be large; an effect the other way counts as inactive or inconclusive. Potency is read from the fitted curve at half-maximal effect.
SMILES	FUS suppressor	EPAC1 antagonist	EPAC1 agonist	EPAC2 antagonist	PTHR1 ag	EPAC2 ag	aSyn yeast inh	TDP-43 yeast inh
c1cc2nnnn2nc1N1CCCCCC1	15%	-8%	10%	5%	i	16%	-8%	29%
Cc1ccc2occ(C(c3nnnn3C3CCCC3)N3CCN(C(=O)c4ccco4)CC3)c(=O)c2c1 (configuration not stated)	38%	-7%	12%	-8%	-55%[inhibitor]	18%	1%	-21%
CCN(CC)c1cccc(OCC(=O)N(C)CCC#N)c1	26%	3%	-3%	10%	3%	7%	-7%	10%
Cc1cc(NC(=O)Nc2cc(Cl)ccc2C)no1	5%	0%	3%	-15%	i	-2%	4%	17%
Cc1ccc(S(=O)(=O)N2CCOCC2)cc1NC(=O)CSc1ccccn1	26%	-4%	-4%	9%	-4%	0%	8%	/
Cc1ccc(S(=O)(=O)N(C)c2ccccc2C(=O)Nc2ccc(F)cc2F)cc1	25%	-1%	19%	-15%	-8%	16%	6%	0%
O=c1[nH]c2c(s1)C(c1ccco1)C1C3CCC(C3)C1S2 (configuration not stated)	42%	?	6%	2%	-1%[57.5 µM]	15%	3%	-27%
Cc1ccc(S(=O)(=O)NC(=O)Nc2ccc(N(C)C)cc2)cc1	34%	9%	-5%	-7%	-1%	10%	-24%	-19%
O=C(NCC1CCCO1)c1ccc(N2C(=O)C3CCCCC3C2=O)cc1 (configuration not stated)	-5%	4%	1%	8%	i	2%	6%	-6%
COc1ccc(OCC(=O)N2CCN(C(=O)c3ccc(OC)cc3)CC2)cc1	-13%	/	/	/	-9%	/	-4%	14%
CCOC(=O)c1ccc(NC(=O)C(=O)NCc2ccncc2)cc1	14%	-1%	3%	-6%	i	2%	-5%	-16%
CCCOc1ccc2cc(-c3ccccn3)c(=O)oc2c1	13%	-2%	-15%	0%	-22%	-5%	-26%	-8%[0.397 µM]
COc1ccc(-c2noc(CCC(=O)NCCc3ccccc3)n2)cc1OC	8%	5%	3%	-9%	i	7%	6%	15%
O=C(Nc1ccccc1)c1cccc(-c2nnc(-c3ccccc3)o2)c1	-21%	-4%	5%	-3%	-5%[57.5 µM]	-84%[15.6 µM]	-3%	-8%
CC#CCN(CC#CC)S(=O)(=O)c1ccc(-n2cnnn2)c(OC)c1	/	-6%	5%	10%	i	-4%	-1%	0%
Cc1csc(NC(=O)C2CC(=O)N(c3ccc4c(c3)OCCO4)C2)n1 (configuration not stated)	10%	11%	5%	-2%	-18%	6%	3%	23%
O=c1[nH]c2ccc([N+](=O)[O-])cc2[nH]1	32%	18%	0%	3%	i	4%	7%	-9%
C=CCN(C(=O)Nc1ccccc1)C1CC(=O)N(c2ccc(OC)cc2)C1=O (configuration not stated)	28%	-1%	3%	4%	i	2%	0%	-23%
Cc1ccc(C(=O)N2CCC(C(=O)c3c(C)cc(C)cc3C)CC2)cc1	?	-3%	6%	-30%	-5%	2%	2%	18µM*
CS/C(=N\NC(N)=O)c1ccccc1	/	20%	-9%	5%	-18%	-7%	0%	-12%
O=C(CCSCCC(=O)NCC1CCCO1)NCC1CCCO1 (configuration not stated)	4%	-3%	7%	-2%	-3%[57.5 µM]	2%	-3%	0%
CCOC(=O)c1cc2c(=O)n3ccccc3nc2n(CCOC)c1=NC(=O)c1c(-c2c(F)cccc2Cl)noc1C	-9%&41%	-4%	-3%	-18%	-35%&3%	0%	-1%	?
CC1CCN(S(=O)(=O)c2ccc3c(c2)N(CC(=O)NCc2ccccc2)C(=O)CO3)CC1	16%	/	/	/	?	/	12%	-41%
CS(=O)(=O)N1CCC(C(=O)Nc2ccccc2Br)CC1	-23%	-19%	3%	5%	i	5%	-12%	-23%
COP(=O)(OC)C(Nc1ccc(C)cc1)c1ccc([N+](=O)[O-])cc1 (configuration not stated)	5%	29%	7%	6%	i	4%	1%	18%
O=C(COC(=O)c1ccc(S(=O)(=O)N2CCCC2)cc1)Nc1ccccc1Cl	-46%	-17%	9%	7%	-23%	4%	-1%	10%
CCN1C(=O)CC(N2CCC(Nc3ccc(OC)cc3)CC2)C1=O (configuration not stated)	-8%	-5%	-2%	0%	-13%[57.5 µM]	13%	1%	22%
COc1cccc(C=C2Cc3ccccc3C2=O)c1	-13%	-7%	8%	-23%	-58%[inhibitor]	11%	-14%	?
CC(=O)O/N=C(/C)c1ncc(C(F)(F)F)cc1N1CCOCC1	10%	0%	4%	6%	i	0%	-4%	7%
COc1ccc(-c2cc(C(F)(F)F)nc(SCC(=O)N(C)Cc3cn(C)nc3C)n2)cc1OC	/	10%	-9%	3%	i	1%	-2%	4%

# Taken from the entries so far for reference:
SMILES	FUS suppressor	EPAC1 antagonist	EPAC1 agonist	EPAC2 antagonist	PTHR1 ag	EPAC2 ag	aSyn yeast inh	TDP-43 yeast inh
CC1CCN(S(=O)(=O)c2ccc3c(c2)N(CC(=O)NCc2ccccc2)C(=O)CO3)CC1	16%	/	/	/	?	/	12%	-41%
CS(=O)(=O)N1CCC(C(=O)Nc2ccccc2Br)CC1	-23%	-19%	3%	5%	i	5%	-12%	-23%

# Next part.
SMILES	FUS suppressor	EPAC1 antagonist	EPAC1 agonist	EPAC2 antagonist	PTHR1 ag	EPAC2 ag	aSyn yeast inh	TDP-43 yeast inh
CCn1cc(C(=O)NCc2ccco2)c(=O)c2cc(S(=O)(=O)N3CC(C)CC(C)C3)ccc21 (configuration not stated)	1%	7%	3%	0%	i	0%	5%	0%
CCOc1ccccc1NC(=S)N1CCN(c2nc(-c3cccc(OC)c3)cs2)CC1	38%	-7%	-13%	-11%	i	11%	-1%	-2%
O=C(CNc1ccc(Oc2ccccc2)cc1)N1CCOCC1	-5%	0%	4%	-3%	3%[57.5 µM]	5%	4%	-4%
CCOC(=O)CN1C(=O)CN(c2ccc(C)c(C)c2)C1=O	/	6%	7%	6%	-29%	-1%	3%	30%
Cc1ccc(NC(=O)CCNC(=O)Cn2ccc3ccccc3c2=O)cc1F	1%	3%	-5%	7%	i	6%	-1%	-20%
COc1cc([N+](=O)[O-])ccc1NC(=O)CC(C)C	/	6%	4%	0%	i	9%	12%	2%
Cc1ccc(NC(=O)COC(=O)CCc2ccc(S(=O)(=O)N3CCOCC3)cc2)c(C)c1	-13%	-13%	10%	3%	i	-2%	21%	6%
COCCSc1ccccc1C(=O)N1CCN(Cc2ccc3c(c2)OCO3)CC1	6%	0%	3%	1%	i	16%	2%	-17%
CCOc1ccc(Nc2cc(C)nc3c(C)cccc23)cc1	25%	3%	0%	-5%	i	4%	1%	-10%
O=C(c1ccccc1)c1cccn1CC(=O)N1CCCCCC1	-9%	3%	-5%	-3%[57.1 µM]	-4%[57.5 µM]	1%	-14%	2%

# 2 compounds drawn at random from the list so far:
SMILES	FUS suppressor	EPAC1 antagonist	EPAC1 agonist	EPAC2 antagonist	PTHR1 ag	EPAC2 ag	aSyn yeast inh	TDP-43 yeast inh
O=C(CNc1ccc(Oc2ccccc2)cc1)N1CCOCC1	-5%	0%	4%	-3%	3%[57.5 µM]	5%	4%	-4%
CCn1cc(C(=O)NCc2ccco2)c(=O)c2cc(S(=O)(=O)N3CC(C)CC(C)C3)ccc21 (configuration not stated)	1%	7%	3%	0%	i	0%	5%	0%

# (next part)
SMILES	FUS suppressor	EPAC1 antagonist	EPAC1 agonist	EPAC2 antagonist	PTHR1 ag	EPAC2 ag	aSyn yeast inh	TDP-43 yeast inh
CC(NC(=O)CSc1nnc(COc2ccccc2)o1)c1ccccc1 (configuration not stated)	10%	2%	-1%	1%	i	8%	8%	22%
CCOc1ccccc1CNC(=O)C1CCCN(c2nnc(C)c3c(C)n(-c4ccccc4)nc23)C1 (configuration not stated)	32%&-11%	2%	5%	-16%	-3%	-3%	-7%	-17%&0%
CC(OC(=O)C1=COCCO1)C(=O)c1ccc(Br)cc1 (configuration not stated)	8%	?	9%	-17%	i	7%	-8%	-11%
Oc1ccc(-c2n[nH]c(=S)n2Cc2ccccc2)cc1	-7%	-2%	1%	0%	-15%[57.5 µM]	-85%[15.6 µM]	-3%	-7%
COCCCN1C(=O)C(CC(=O)NC2CC2)CC(C(=O)N2CCOCC2)=C1C (configuration not stated)	-22%	20%	-6%	16%	-13%	4%	-1%	-24%
Cc1ccc(C(=O)NC(=S)N2CC(C)OC(C)C2)cc1[N+](=O)[O-] (configuration not stated)	20%	0%	0%	0%	-14%[57.5 µM]	0%	5%	-9%
Cc1cccc(C)c1NCc1nnc(SCC(=O)Nc2nc(-c3ccccc3)cs2)n1-c1ccccc1	/	-13%	0%	-1%	-15%	-9%	-3%	-4%
COc1ccc(CC(NC(C)=O)C(=O)NC2CCN(C(=O)c3cnccn3)CC2)cc1 (configuration not stated)	19%	3%	-3%	1%	-67%[inhibitor]	2%	2%	24%
CC(=O)Nc1ccc2nc(-c3ccc(Br)o3)[nH]c2c1	10%	5%	-13%	-17%	i	-1%	0%	-2%
CC(NC(=O)C1CCCN1C(=O)OCc1ccccc1)c1ccccc1 (configuration not stated)	-24%	-19%	12%	2%	i	7%	2%	6%
CC1(C)Cc2c(cnn2-c2ccc(F)cc2)C(NC(=O)CCN2CCCCO2)C1 (configuration not stated)	/	4%	7%	-5%	-3%	-7%	6%	5%
COc1ccc(CNC(=O)c2c[nH]c3c(OC)cc(OC)cc3c2=O)cc1	-19%	-16%	-1%	-7%	i	-8%	3%	16%
O=C(c1cnccn1)N1CCc2ccccc21	20%	-9%	0%	3%	-16%[57.5 µM]	4%	-4%	17%
O=C(Nc1ccc(Cl)c(Cl)c1)c1ccccc1NC(=O)C1CC=CCC1C(=O)O (configuration not stated)	-19%	-1%	8%	-7%	-30%	-7%	3%	6%
Cc1nnc(SCC(=O)c2ccc(Cl)cc2)s1	20%	4%	5%	21%	-9%	2%	2%	-17%
Cc1cc(NC(=O)Nc2ccc(F)cc2)no1	-10%	-2%	-8%	11%	i	3%	0%	6%
O=C(/C=C/c1ccccc1)Nc1cccc(C(=O)NCCCCc2ccccc2)c1	25%	-17%	-1%	1%	-27%	11%	1%	11%
COc1ccc(C2/C=C\CN(C(=O)Nc3ccccc3-c3ccccc3)CC(=O)N2Cc2ccc(F)cc2)cc1 (configuration not stated)	?	6%	-15%	12%	-26%	9%	17%	7%
CC[C@@H]1C=C(C(=O)O)[C@H](c2ccc(Br)cc2)N1S(=O)(=O)c1ccc(C)cc1	1%	5%	-14%	-3%	i	6%	-9%	22%
CCOc1ccc(OCCSc2nc(-c3ccccc3)cc(=O)[nH]2)cc1	11%	?	-5%	-3%	-12%	6%	1%	4%[9.22 µM]
CCOC(=O)C1CCN(C2=NC(=O)/C(=C/c3ccc(OC)c(OC)c3)S2)CC1	14%	-8%	-2%	4%	i	3%	0%	?

# This is a subset, so the mix of outcomes need not match the whole.
